GPR151 activ = activates the human receptor GPR151. Q8TDV0. PathHunter beta-arrestin GPR151 cells, luminescence. activation, % at 11.2 µM. 1% of 650,000 active. AID 1508602; in the data active = activation above about 4.9%;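 note: 0% = median of compound wells and 100% = cells with positive control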
Target sequence (Q8TDV0 whole entry, looked up): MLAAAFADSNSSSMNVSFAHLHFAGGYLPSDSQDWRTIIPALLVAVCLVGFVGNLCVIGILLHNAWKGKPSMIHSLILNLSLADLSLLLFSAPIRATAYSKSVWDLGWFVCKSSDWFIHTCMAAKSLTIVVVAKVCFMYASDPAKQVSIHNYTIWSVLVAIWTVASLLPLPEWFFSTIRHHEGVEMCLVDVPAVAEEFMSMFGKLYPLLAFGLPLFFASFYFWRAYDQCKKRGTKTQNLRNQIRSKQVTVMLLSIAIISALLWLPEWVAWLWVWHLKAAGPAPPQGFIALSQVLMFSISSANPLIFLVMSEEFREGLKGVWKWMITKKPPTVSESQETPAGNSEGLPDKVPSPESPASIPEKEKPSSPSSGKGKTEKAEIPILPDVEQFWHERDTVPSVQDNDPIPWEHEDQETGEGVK
FBW7 activator = human FBW7 E3 ligase activation, primary screen; normalized activity (activation), % at 26.1 µM; Q969H0; AlphaScreen FBW7–phospho-cyclin E peptide binding, activator screen; AID 1259310; 0.13% of 650,000 active; in the data active = normalized activity above about 1.9%;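 note: purified mutant Fbw7 with reduced substrate affinity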
TEAD-YAP inh = TEAD-YAP interaction inhibition | HEK-TIYL cells, TEAD-Gal4/YAP UAS-luciferase luminescence | inhibition, % at 9.12 µM | 1.4% of 640,000 active | AID 1259422; in the data active = inhibition above about 32%;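 note: 0% = median of test compound wells and 100% = reference inhibitor wells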
MITF inh = inhibitors of human MITF | O75030 | AlphaScreen MITF homodimerization, bead proximity signal | inhibition, % at 2.6 µM | 0.91% of 650,000 active | AID 1259374; in the data active = inhibition above about 50%;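 note: 0% = vehicle wells with protein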
Target sequence (O75030 whole entry, looked up): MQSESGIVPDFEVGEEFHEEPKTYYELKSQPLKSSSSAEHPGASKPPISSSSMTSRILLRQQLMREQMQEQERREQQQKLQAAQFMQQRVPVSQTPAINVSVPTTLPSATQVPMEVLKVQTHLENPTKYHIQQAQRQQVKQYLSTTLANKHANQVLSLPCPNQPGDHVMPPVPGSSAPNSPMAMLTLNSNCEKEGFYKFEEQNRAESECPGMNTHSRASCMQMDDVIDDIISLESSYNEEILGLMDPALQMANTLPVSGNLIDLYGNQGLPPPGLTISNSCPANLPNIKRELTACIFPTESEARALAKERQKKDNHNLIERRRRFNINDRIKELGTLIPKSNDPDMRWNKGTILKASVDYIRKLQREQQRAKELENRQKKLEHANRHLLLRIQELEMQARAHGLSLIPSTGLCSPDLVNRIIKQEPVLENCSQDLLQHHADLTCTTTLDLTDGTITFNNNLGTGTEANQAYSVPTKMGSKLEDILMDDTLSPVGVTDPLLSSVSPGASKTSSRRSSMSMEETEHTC
An asterisk follows results filed as active; & = joins results of further samples.

SMILES | GPR151 activ | FBW7 activator | TEAD-YAP inh | MITF inh
C/C=C\C(=O)N1CCN(c2ccc(-c3noc(C4CC4)n3)cn2)CC1 | -0.5 | 0.6 | 6 | 5
N#CC1=C(N)Oc2c([nH]c(=O)[nH]c2=O)C1c1cccc([N+](=O)[O-])c1 (stereo not given) | -0.3 | -0.9 | 4 | 10
COc1cc(OC)c(OC)cc1CN1CCN(c2ccc(F)cc2)CC1 | 0.5 | 0.0 | 0 | 44
CCc1cc(C(=O)O)c(NC(=O)c2ccccc2Cl)s1 | -0.3 | 0.0 | -11 | -1
CCn1c(Cc2ccccc2)nnc1SCC(=O)NC1CC1 | 0.0 | 0.4 | 5 | 18
NC(=O)C1CCCN(S(=O)(=O)c2ccc(Cl)cc2)C1 (stereo not given) | 0.8 | 0.2 | 3 | 0
COC(=O)c1ccc(NC(=O)CN2CCCC2)cc1 | 0.6 | 0.0 | -7 | 4
COC(=O)CCC(=O)NC(=S)Nc1ccccc1F | -0.2 | 0.1 | -2 | 24
CN1CC[C@H](Oc2cc(-c3cn[nH]c3)ccc2NC(=O)OCc2ccccc2)C1 | -1.2 | 1.2 | 9 | 53*
CCOC(=O)C1(CCOc2ccccc2)CCN(C2CCOCC2)CC1 | 0.5 | 0.0 | 5 | 3
CCOc1ccccc1NC(=O)c1ccc(F)c(S(=O)(=O)N(CCc2ccccc2)C(=S)Nc2ccc(Br)cc2)c1 | -1.1 | 0.2 | -6 | 13
CCn1c(C)cc(/C=C2\C(=O)NC(=S)N(c3ccccc3F)C2=O)c1C | 0.0 | -0.4 | -6 | 13
COc1ccc(C2C(C(=O)O)c3ccccc3C(=O)N2C)cc1OC (stereo not given) | -0.8 | -0.1 | -2 | 36
O=[N+]([O-])c1cc(/C=N/N2CCN(Cc3ccccc3)CC2)ccc1Cl | -0.6 | 0.2 | 30 | 16
Cc1ccc(S(=O)(=O)N(CC(O)Cn2c3ccccc3c3ccccc32)CC2CCCO2)cc1 (stereo not given) | 1.2 | -0.1 | 1 | -4
CC(=O)SCC(Cc1ccccc1)C(=O)NCC(=O)OCc1ccccc1 (stereo not given) | -0.2&-1.3&0.6 | 0.0&0.1&-0.1 | 10&6 | -4&-12&-3
COc1ccc(Cc2n[nH]c(=S)n2NC(=O)Nc2ccc(C)cc2)cc1 | 0.3 | 0.1 | -38 | 7
Cc1sc(NC(=O)C(C)Oc2cccc(Cl)c2)c(C(N)=O)c1C (stereo not given) | 1.5 | 0.0 | -13 | 9
CCOc1ccc(CN=c2c([N+](=O)[O-])nn(-c3ccc(OC)cc3)n2O)cc1OC | -1.8 | -0.1 | 11 | 9
O=C(Cc1c(F)cccc1Cl)N1CCC2(CC1)OCCO2 | 1.4 | -0.1 | 13 | 2
CCOC(=O)c1cnn(-c2ccc(F)cc2)c1CNCc1ccon1 | 1.4 | -0.1 | 1 | -5
FC(F)(F)c1nc(Nc2cccc(Br)c2)sc1-c1ccc(Cl)cc1 | -0.8 | 0.0 | 3 | 2
CC(C)(C)OC(=O)NNC(=O)COc1ccc(Cl)cc1 | -0.3 | 0.5 | 6 | -3
CSc1nc(N)nc(SC2C=CCCC2)c1C#N (stereo not given) | -0.9 | -0.1 | -20 | 14
NC(=O)c1c(NC(=O)CSc2nc(-c3ccccc3)cn2N)sc2c1CCC2 | 0.6 | -0.2 | 36* | -2

Full records, looked up by structure.
O=C(Cc1c(F)cccc1Cl)N1CCC2(CC1)OCCO2 in the list: GPR151 activ = 1.4; FBW7 activator = -0.1; TEAD-YAP inh = 13; MITF inh = 2
CCOc1ccc(CN=c2c([N+](=O)[O-])nn(-c3ccc(OC)cc3)n2O)cc1OC in the list: GPR151 activ = -1.8; FBW7 activator = -0.1; TEAD-YAP inh = 11; MITF inh = 9
CCOC(=O)c1cnn(-c2ccc(F)cc2)c1CNCc1ccon1 in the list: GPR151 activ = 1.4; FBW7 activator = -0.1; TEAD-YAP inh = 1; MITF inh = -5

(listing goes on)
SMILES | GPR151 activ | FBW7 activator | TEAD-YAP inh | MITF inh
O=C(Nc1ccc2[nH]ncc2c1)C1CCN(C(=O)c2cc3cc(Cl)ccc3[nH]2)CC1 | 1.5 | -0.6 | -6 | 1
Cc1cc(C(F)(F)F)nc2sc(C(=O)Nc3ccccc3I)c(N)c12 | 1.8 | 0.0 | 1 | -4
CC(C)N(CCNC(=O)c1ccnc(Nc2ccccc2)c1)C(C)C | 0.1 | -0.1 | -7 | -1
CCOc1ccccc1NC(=O)c1c(NCc2cc(OC)c(OC)cc2OC)sc2c1CCCC2 | -0.7 | 0.1 | 6 | 2
COc1ccc(S(=O)(=O)CCC(=O)Nc2cccc(C)c2C)cc1 | -0.6 | -0.1 | -13 | -4
CCC(=O)Nc1nnc(SCC(=O)NCc2ccco2)s1 | -2.8 | -0.1 | 10 | -3
N#CC1=C(N)OC2=C(C(=O)CC(c3ccccc3)C2)C1c1ccccc1F (stereo not given) | 0.6 | -0.1 | 6 | 2
COc1ccc(-n2c(SCCNCCO)nc3ccccc32)cc1 | -1.0 | -0.1 | 3 | 7
CCOC(=O)C1=C(C)Nc2ccccc2N=C1NC(=O)c1cccc(C)c1C | 0.0 | 0.1 | 1 | -4
COC(=O)c1cc(NC(=O)Cc2ccccc2[N+](=O)[O-])ccc1Cl | -1.0 | -0.1 | -13 | 4
CCc1sc(C2C(C#N)=C(N)OC3=C2C(=O)CCC3)cc1Br (stereo not given) | 0.0 | -0.1 | 1 | -8
O=C(Nc1ccc2ccccc2c1)/C(=C/c1ccc(Cl)cc1)NC(=O)c1ccco1 | 1.6 | 0.0 | -11 | -1
CC(C)Cc1cc(C(=O)NCc2ccco2)no1 | 0.4 | 0.0 | -52 | -12
O=C(CSc1ncn[nH]1)N1CCN(S(=O)(=O)c2ccccc2)CC1 | -0.3 | 0.3 | 0 | 4
CCOC(=O)C1=C(C)N=c2s/c(=C\c3ccccc3OCc3ccccc3)c(=O)n2C1c1ccc(N(C)C)cc1 (stereo not given) | -0.9 | 0.4 | 3 | 2
Cc1cc(Cl)cc(Cl)c1OCCOCCNCCN | 0.0 | -0.2 | 13 | 65*
COc1ccc(-c2cc(Nc3ccc(Oc4ccccc4)cc3)ncn2)cc1 | 0.0 | 0.0 | 2 | -4
O=C(Nc1ccc2c(c1)OCCO2)c1ccc(OCc2ccccc2)cc1 | -2.6 | 0.1 | -38 | -4
COC(=O)C(C)NC1=C(Cl)C(=O)c2ccccc2C1=O (stereo not given) | -2.1 | -0.1 | 0 | 21
CCOC(=O)C(CC(C)C)NC(=O)C(Cc1ccccc1)N1C(=O)c2ccccc2C1=O (stereo not given) | 0.0 | -0.1 | 7 | 5
COC(=O)c1ccc(/C=C/c2ccc3cccc(OCc4ccccc4Cl)c3n2)cc1 | -1.1 | 0.0 | -5 | -5
CCN(CC)C(=O)CSc1nnc(-c2ccc(Br)cc2)o1 | 2.2 | 0.1 | -26 | 2
Cc1c(C(=O)NC(C(C)C)C(C)C)cccc1[N+](=O)[O-] | 2.3 | 0.2 | -6 | 34
O=C(c1ccc(Sc2ccc(F)cc2)c([N+](=O)[O-])c1)N1CCOCC1 | -1.3 | 0.1 | 4 | 15
CCOC(=O)c1c(C)n(C)c2c1cc(O)c1c2c(-c2ccccc2)nn1-c1ccccc1 | 1.6 | -0.1 | 11 | -4

Taken from above:
Result for `O=C(Nc1ccc2[nH]ncc2c1)C1CCN(C(=O)c2cc3cc(Cl)ccc3[nH]2)CC1` in TEAD-YAP inh: -6
Result for `COc1ccc(S(=O)(=O)CCC(=O)Nc2cccc(C)c2C)cc1` in GPR151 activ: -0.6
Result for `COC(=O)c1cc(NC(=O)Cc2ccccc2[N+](=O)[O-])ccc1Cl` in MITF inh: 4
Result for `Cc1cc(C(F)(F)F)nc2sc(C(=O)Nc3ccccc3I)c(N)c12` in MITF inh: -4

Next results follow:
SMILES | GPR151 activ | FBW7 activator | TEAD-YAP inh | MITF inh
CC(=O)c1cccc(NC(=O)C(C)N2C(=O)C3C4C=CC(C5CC45)C3C2=O)c1 (stereo not given) | 0.4 | -0.1 | 7 | 12
Clc1ccc(-c2nc(N3CCOCC3)c3ccccc3n2)cc1 | -0.5 | 0.0 | 6 | 5
COc1cc(C(=O)NC2CCCC2)c(Br)c(OC)c1OC | 1.1 | -0.1 | -1 | -1
O=C1CC(Cc2ccccc2)C(=O)N1c1ccc(F)cc1 (stereo not given) | 1.2 | -0.2 | -3 | 1
CCC(=O)N1CCc2cc(-c3nc(N)sc3C)ccc21 | -2.0 | 0.0 | 10 | 14
N#C/C(=C1/NS(=O)(=O)c2ccccc21)c1nc2ccccc2[nH]1 | 1.1 | 0.1 | 0 | -3
CCn1cc(CN2CCN(Cc3ccccc3)C(CCO)C2)c2ccccc21 (stereo not given) | -1.1 | 0.1 | -9 | 15
O=C(CCCn1c(=S)[nH]c2ccc(Br)cc2c1=O)NCc1ccccn1 | -0.1 | -0.1 | -1 | 7
Cc1cc(Cl)ccc1NC(=S)NCCN1CCOCC1 | -0.1 | 0.2 | 8 | 10
O=C(COc1ccc2ccccc2c1)NCc1ccco1 | 2.0 | 0.0 | -44 | 4
COc1ccc(CNC(=O)C(C)n2ncn3cccc3c2=O)cc1 (stereo not given) | -0.8 | -0.2 | -1 | 2
Cc1ccc(C)c(NC2=C(Cl)C(=O)OC2OC(=O)c2ccccc2)c1 (stereo not given) | -0.6 | 0.1 | -5 | 2
S=C(NCCN1CCOCC1)Nc1ccc(Br)cc1 | -1.4 | 0.1 | -7 | -7
CN1C(=O)[C@H]2CN(C(=O)OCc3ccccc3)CCN2C(=O)[C@@H]1CO | 1.0 | 0.0 | 6 | 12
COc1cc(C#N)ccc1OCCc1ccccc1 | 1.9 | 0.4 | -22 | -9
CCN(CC)c1ccc2cc(-c3nc(-c4ccc(Br)cc4)cs3)c(=Nc3cccc(Br)c3)oc2c1 | 1.7 | 0.3 | -8 | 14
CCC(NC(=O)NNC(=O)c1ccc(F)cc1)(C(F)(F)F)C(F)(F)F | -0.7 | 0.6 | -26 | -1
COc1ccccc1OCCn1c(NC(=O)c2ccco2)nc2ccccc21 | -0.9 | 0.6 | 2 | -12
CCC(=O)N/C(N)=N/c1nc(C)c2cc(C)c(C)cc2n1 | 0.2 | 0.0 | 4 | 14
CC1=C(C(=O)OCCOc2ccccc2)C(c2cc3c(cc2Br)OCO3)NC(=O)N1C (stereo not given) | 0.1 | -0.2 | 3 | -9
CC(=O)c1sc(NC(=O)c2c(F)cccc2F)nc1-c1ccccc1 | 0.6 | -0.1 | 5 | -5
O=C(NNC1CC(=O)N(Cc2ccc(Cl)cc2)C1=O)c1ccc2c(c1)OCO2 (stereo not given) | -1.4 | -0.1 | -3 | -11
COc1ccc(-c2cncc(C(=O)NCCc3ccc(O)cc3)c2)cn1 | -1.1 | 0.2 | -8 | -4
O=C(Cc1ccc(Cl)cc1)Nc1c[nH]c(=O)[nH]c1=O | 0.3 | 0.1 | 11 | 9
Cc1ccc(-c2nc3ccccc3c(=O)n2NC(=O)c2ccccc2[N+](=O)[O-])cc1C | -1.8 | -0.1 | 5 | 3

Some of the entries above, reformatted:
SMILES	GPR151 activ	FBW7 activator	TEAD-YAP inh	MITF inh
CCn1cc(CN2CCN(Cc3ccccc3)C(CCO)C2)c2ccccc21 (stereo not given)	-1.1	0.1	-9	15
O=C1CC(Cc2ccccc2)C(=O)N1c1ccc(F)cc1 (stereo not given)	1.2	-0.2	-3	1
Cc1cc(Cl)ccc1NC(=S)NCCN1CCOCC1	-0.1	0.2	8	10

Additional results follow:
SMILES | GPR151 activ | FBW7 activator | TEAD-YAP inh | MITF inh
O=C1CC(c2ccccc2)CC(O)=C1C=Nc1ccccc1-c1ccccc1 (stereo not given) | -0.5 | 0.0 | 6 | -6
COC(=O)c1ccc(C2C(C#N)=C(N)Oc3n[nH]c(-c4ccc5ccccc5c4)c32)cc1 (stereo not given) | -0.9 | -0.9 | -8 | 9
CCOC(=O)c1ccc(-c2ccc(CO)o2)cc1 | -2.3 | -0.1 | -50 | 5
C/C(=N\NC(=O)CNC(=O)COc1cccc(C)c1)c1ccccc1 | 1.2 | -0.1 | 8 | -4
O=C(CCC(=O)c1ccc(F)cc1)OCC(=O)c1ccc(Cl)s1 | -0.8 | -0.1 | 12 | -1
Cc1c(NC(=O)Nc2ccc(F)cc2F)sc2nc3n(c(=O)c12)CCC(C)CC3 (stereo not given) | 0.0 | -0.1 | 3 | -7
O=C(O)c1ccc(NC(=O)c2ccc([N+](=O)[O-])cc2Cl)cc1 | 2.4 | 0.5 | -9 | 2
Cc1nn(CCO)c2ncc(C(=O)c3cc(F)ccc3O)cc12 | -1.5 | 0.0 | 4 | -2
O=C(c1ccco1)N1CCN=C1SCc1ccccc1 | -0.3 | -0.2 | 4 | 5
O=S(=O)(Nc1ccc(Cl)cn1)c1ccc(I)cc1 | -2.0 | 0.2 | 0 | 0
COc1ccc(C2=N/C(=C/c3ccc(SC)cc3)C(=O)O2)cc1OC | -0.9 | -0.1 | 4 | -1
CC(=O)N1C(=N)S/C(=C/c2cc3cccc(C)c3nc2N2CCOCC2)C1=O | 0.7 | 0.0 | -3 | 10
CC(CNC(=O)c1cc(S(=O)(=O)N2CCCCC2)c[nH]1)c1ccccc1 (stereo not given) | -1.8 | 0.1 | 4 | 11
CCCCNC(=O)c1sc2ncnc(N3CCc4ccccc4C3)c2c1C | -1.0 | 0.1 | 1 | 2
CCN(CC)CCCC(C)Nc1ncnc2c1cnn2C (stereo not given) | -0.8 | 0.9 | 12 | 8
CN(C)CCCN1C(=O)C(O)=C(C(=O)c2cccs2)C1c1ccc(OCC(N)=O)cc1 (stereo not given) | -0.1 | -0.1 | 1 | -3
C=CCN1C(=O)C(O)(c2cnc(N)s2)c2ccccc21 (stereo not given) | -0.7 | -0.2 | 7 | 2
